Screens as filed in PubChem BioAssay.
CHT allo act: CHT positive allosteric modulators, primary screen, cell-based, membrane potential dye, choline EC20; High affinity choline transporter 1 (Homo sapiens), Q9GZV3; B-score at 10 µM; 310,000 compounds, 0.49% hits; CHT-expressing cells; hits give high values; LV-AA mutant CHT in HEK293 cells; AID 488977, 2010;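 active = initial fluorescence not abnormally high and integrated response B-score, plate-corrected, over 3 SD above library mean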
Target sequence (Q9GZV3 whole entry, looked up): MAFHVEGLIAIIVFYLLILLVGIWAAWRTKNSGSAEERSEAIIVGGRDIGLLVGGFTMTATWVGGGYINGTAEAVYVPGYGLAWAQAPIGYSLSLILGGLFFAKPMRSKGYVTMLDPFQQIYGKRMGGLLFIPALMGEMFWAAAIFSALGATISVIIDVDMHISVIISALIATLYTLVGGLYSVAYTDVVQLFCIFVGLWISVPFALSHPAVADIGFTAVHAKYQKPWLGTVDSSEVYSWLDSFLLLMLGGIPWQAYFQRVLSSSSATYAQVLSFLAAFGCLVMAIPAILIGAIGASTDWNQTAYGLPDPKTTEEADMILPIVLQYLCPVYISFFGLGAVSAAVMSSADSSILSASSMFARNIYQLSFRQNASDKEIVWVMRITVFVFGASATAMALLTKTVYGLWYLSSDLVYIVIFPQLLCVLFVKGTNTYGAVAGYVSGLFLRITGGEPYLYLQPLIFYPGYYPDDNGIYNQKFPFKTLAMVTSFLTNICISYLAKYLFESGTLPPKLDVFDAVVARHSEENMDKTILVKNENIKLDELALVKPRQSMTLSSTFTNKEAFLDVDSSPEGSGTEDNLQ
CHT inh: inhibitors of human choline transporter CHT | CHT-expressing cells, membrane potential dye, choline response; hits give low values | B-score at 10 µM | 310,000 compounds, 0.86% hits | AID 488975, 2010;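 active = B-score over 3 SD under the library average, and starting fluorescence ratio not unusually high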;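 note: choline stimulus applied at its EC90 after an EC20 pre-addition; B-score computed on integrated fluorescence ratio after choline addition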
* marks the source's active call; other numbers are inactive results; i = inactive.

SMILES | CHT allo act | CHT inh
CCn1c(SCc2ccc(F)cc2)nnc1C1CCN(S(=O)(=O)c2ccc(OC)cc2)CC1 | i | i
Cc1cccc(CCNS(=O)(=O)c2ccc3c(c2)NC(=O)CS3)c1 | i | i
O=C(Cn1c(=O)oc2cc(S(=O)(=O)NCc3ccccc3)ccc21)N1CCCC1 | i | i
CC(C)(C)c1ccc(C(=O)C=[N+]=[N-])cc1 | i | i
CC(C)Cc1ccc(CN2CCCC(NC(=O)c3ccoc3)C2)cc1 (stereo not given) | i | i
O=C1NC(=Nc2ccccc2)S/C1=C/c1cccnc1 | i | i
CCOc1cc(/C=N/NC(=O)CSc2nnc(C)s2)ccc1OCc1ccccc1Cl | i | i
CCOC(=O)Cc1csc(NC(=O)CSc2nnc(-c3ccc(C)cc3)o2)n1 | i | i
O=[N+]([O-])c1cc2c(cc1CN1CCN(c3ccccc3)CC1)OCO2 | i | i
CC(C)(C)n1nnnc1C(c1cc2cc3c(cc2[nH]c1=O)OCCO3)N1CCSCC1 (stereo not given) | i | i
CCCOc1ccc(/C(O)=C2/C(=O)C(=O)N(CCOC)C2c2cccnc2)cc1 (stereo not given) | i | i
Nc1ccccc1-c1nnc(-c2ccccc2N)n1N | i | i
O=C(O)CCCN=CC1=C(O)C(C(=O)c2ccccc2)CCC1=O (stereo not given) | i | i
O=C(O)Cc1cc2c(s1)CCCCC2 | i | i
Cc1ccc(C(=O)N/C(=C\c2ccc(F)cc2)C(=O)NCCN2CCOCC2)cc1 | i | i
CC(OC(=O)C1=COCCO1)C(=O)Nc1ccc(Cl)cn1 (stereo not given) | i | i
O=C1NCCCCC1NS(=O)(=O)c1cccc(C(F)(F)F)c1 (stereo not given) | i | i
O=C(Nc1ccccc1)c1cccc(N2C(=O)C3C4C=CC(C4)C3C2=O)c1 (stereo not given) | i | i
N=C1C(c2ccccc2)=C(O)CN1c1cccc(S(N)(=O)=O)c1 | i | i
CCOC(=O)N1CCN(S(=O)(=O)c2ccc(OCC)c(C)c2)CC1 | i | i

SMILES | CHT allo act | CHT inh
CCOc1cccc(CN2CCC(N3CCC(C(=O)NCC4CCCO4)CC3)CC2)c1 (stereo not given) | i | i
COc1ccc2oc(=O)cc(CN3CCN(Cc4ccc(OC)c(OC)c4OC)CC3)c2c1 | i | i
O=C(Nc1ccc(Cl)cc1)Nc1ccc(Br)cn1 | i | i
Cc1cccc(NC(=O)Nc2c(C)[nH]c(=O)[nH]c2=O)c1C | i | i
C=CCn1c(SCc2nc3sc(C(=O)O)c(C)c3c(=O)[nH]2)nnc1-c1ccc(C(C)(C)C)cc1 | i | i
O=C(Nc1cccc(F)c1)Nc1ccc2c(c1)OCO2 | i | i
O=C(NC1CC1)C1=C[C@H](c2ccc3c(c2)OCO3)C[C@H](OCc2ccc(CO)cc2)O1 | i | i
O=C(O)c1[nH]c2ccc(Cl)cc2c1CCN1C(=O)c2ccccc2C1=O | i | i
O=C(COc1cccc(F)c1)N1c2ccccc2Sc2ccccc21 | i | i
COc1cnc(SCCC(F)=C(F)F)[nH]c1=O | i | i
Nc1c(C(=O)NC2CCCCC2)nsc1C(=O)OCC(=O)NC1CCCCC1 | i | i
CCCCCCCC(=O)OCC(O)CO (stereo not given) | i | i
O=C(Nc1cccc(C(F)(F)F)c1)C(SCCO)c1ccccc1 (stereo not given) | i | i
O=C1/C(=C/c2cccnc2)CCC/C1=C\c1cccnc1 | i | i
O=C(NCc1ccccn1)Nc1cccc(Cl)c1 | i | i
CN(c1ccc(OCC(=O)NC2=NCCS2)cc1)S(=O)(=O)c1ccc(F)cc1 | i | i
O=C(CSc1nc(-c2ccccc2)cs1)NCCN1C(=O)CSC1=O | i | i
Fc1ccc(-c2csc(-c3ccccn3)n2)cc1F | i | i
C=CCNC(=O)CSc1nc2cc(C(=O)OCC)ccc2n1CC | i | i
COC(=O)c1c(-c2ccc(OC)cc2)oc2ccc(-c3cc(OC)c(OC)c(OC)c3)cc12 | i | i

4 consecutive entries already listed, for reference:
SMILES | CHT allo act | CHT inh
O=C(CSc1nc(-c2ccccc2)cs1)NCCN1C(=O)CSC1=O | i | i
Fc1ccc(-c2csc(-c3ccccn3)n2)cc1F | i | i
C=CCNC(=O)CSc1nc2cc(C(=O)OCC)ccc2n1CC | i | i
COC(=O)c1c(-c2ccc(OC)cc2)oc2ccc(-c3cc(OC)c(OC)c(OC)c3)cc12 | i | i

Next results
SMILES | CHT allo act | CHT inh
O=C(CSc1ncccn1)Nc1cc(Cl)ccc1[N+](=O)[O-] | i | i
COc1ccccc1C1CCN(Cc2ccccc2Cl)CC1 | i | i
CSc1cc(-c2ccccc2)n(Cc2ccc(Cl)cc2Cl)c(=O)c1C#N | i | i
COC(=O)c1ccc2[nH]c(C(C)(C)O)c(C)c2c1 | i | i
O=C(NC(=S)N1CCN(c2nc(-c3ccccc3)cs2)CC1)c1cncc(Br)c1 | i | i
CC(=O)N1c2ccc(S(=O)(=O)N(C)Cc3ccco3)cc2CC1C (stereo not given) | i | i
COC(=O)c1ccc(Cc2ccccc2)o1 | i | i
CC1=C(C(=O)OC(C)C)C(C)C(C(=O)OC(C)C)=C(C)N1 | i | i
N#Cc1cc2c(nc1SCC(=O)Nc1sc3c(c1C#N)CCC3)CCCC2 | i | i
CSc1ccc(C#N)cc1NC(=O)c1ccccc1 | i | i
Cc1nc2c3ccccc3n(Cc3ccccc3F)c2s1 | i | i
CC(/C=C/c1ccccc1)=N/NC(=O)CCC(=O)Nc1ccccc1C | i | i
CC(=O)Nc1cccc(C(=O)OC(C)C(=O)Nc2ccc(S(=O)(=O)N3CCCC3)cc2)c1 (stereo not given) | i | -6.9*
CCCc1ccc(OCCNC(=O)c2ccccc2Br)cc1 | i | i
Cc1cc(C)n(C)c(=O)c1C#N | i | i
CC(C)CNC(=O)CC(c1ccccc1)c1c(O)ccc2ccccc12 (stereo not given) | i | i
Cc1[nH]c(=O)c(Cc2ccccc2)c(O)c1C#N | i | i
O=C(O)CNC(=O)/C(=C\c1cccc([N+](=O)[O-])c1)NC(=O)c1ccco1 | i | i
O=S(=O)(c1ccccc1)N1CCN(c2ccnc3cc(Cl)ccc23)CC1 | i | i
Cc1ccc(C=Nc2ccccc2C(N)=O)s1 | i | i

SMILES | CHT allo act | CHT inh
CN(c1ccccc1)c1cc(=O)[nH]c(=O)[nH]1 | i | i
Cc1cc(Cl)nc(SCC(=O)c2ccccc2)n1 | i | i
CC(C)CNC(=O)c1ccccc1NC(=O)CN(c1ccccc1)S(=O)(=O)N(C)C | i | i
O=C(O)c1ccc(N=N/C(=N\Nc2ccc(C(=O)O)cc2)c2ccccc2)cc1 | i | i
O=C(CSc1nc(O)cc(=O)n1-c1ccccc1)Nc1ccc(Br)cn1 | i | i
CC1(C)CC(=O)c2cc(OCC(=O)O)ccc2O1 | i | i
Cc1cc(C)c(S(=O)(=O)N2CCCC2=O)c(C)c1N(C)S(C)(=O)=O | i | i
COc1ccc(C2CC(C(F)(F)F)n3ncc(C(=O)NCC4CCCO4)c3N2)cc1OC (stereo not given) | i | i
O=C(CSc1ncc(-c2ccc(F)cc2)[nH]1)N1CCCCC1 | i | i
Cc1cccc(NC(=O)c2cccc(C(=O)Nc3cccc(C)c3)c2)c1 | i | i
Cc1[nH]nc2c1C(c1cccc(O)c1)C1=C(CC(C)(C)CC1=O)N2 (stereo not given) | i | i
CS(=O)(=O)c1ccc2nc(NC(=O)c3ccc(N4CCCC4=O)cc3)sc2c1 | i | i
COc1ccc(CNC(=O)CN2CCN(C(c3ccccc3)c3ccccc3)CC2)cc1 | i | i
COc1ccccc1N1CCN(C(=O)CSc2ccc3c(C)cc(C)nc3n2)CC1 | i | i
COc1ccc(NC(=O)CCCCCN2C(=O)[C@@H]3Cc4ccccc4CN3C2=O)cc1Cl | i | i
COc1cccc(C(=O)Nc2ccc(C)cc2)c1 | i | i
C=CCOc1cccc(C2/C(=C(\O)c3ccc4c(c3)OCCO4)C(=O)C(=O)N2Cc2cccnc2)c1 (stereo not given) | i | i
Cc1nn(C)cc1CN(C)C(=O)c1cc(-c2ccccc2)nc2ccc(Br)cc12 | i | i
O=C1c2ccccc2NC2CCCCCN12 (stereo not given) | i | i
N#Cc1c(Cl)nc(SCc2ccccc2)nc1-c1ccccc1 | i | i

SMILES | CHT allo act | CHT inh
CC1CCN(CC(=O)Nc2nc(-c3ccccc3)cs2)CC1 | i | i
Cc1c(C)c2ccc(O[C@@H]3O[C@H](CO)[C@H](O)[C@H](O)[C@H]3O)c(C)c2oc1=O | i | i
O=C(N=C1SC2CS(=O)(=O)CC2N1c1cccc(Cl)c1)C1CCCO1 (stereo not given) | i | i
COc1ccc2c(=O)c(C(=O)NCc3ccccc3)c[nH]c2c1 | i | i
COc1ccccc1N1CCN(C2CCCN(C(=O)CCN3CCCCO3)C2)CC1 (stereo not given) | i | i
CCCCn1nc2cc(C(=O)NCc3ccccc3)ccc2c1OCC | i | i
Cc1nnc(NC(=O)CSc2nc(C3CCCCC3)nc3ccccc23)s1 | i | i
C=CCc1ccccc1OCCn1nnc2ccccc21 | i | i
N/C(=N\OC(=O)c1cccc2ccccc12)c1ccc(Br)cc1 | i | i
CCOc1ccc(CNS(=O)(=O)c2ccc3c(c2)CC(=O)N3C)cc1 | i | i
Cc1c(C#N)c2ccccc2n1CC(=O)O | i | i
COc1ccc(C(C(=O)NC2CCCC2)N(CCO)C(=O)Cn2nnc(-c3ccc(C)o3)n2)cc1 (stereo not given) | i | i
CSc1n[nH]c(NC(=O)c2c(-c3c(Cl)cccc3Cl)noc2C)n1 | i | i
COc1cc(CNCCCO)ccc1OCC(=O)NC(C)(C)C | i | i
Cn1c(SCC(=O)N2CCCCCC2)nc2c([nH]c3ccccc32)c1=O | i | i
COc1cc(C(C(=O)NC2CCCCC2)N(Cc2ccco2)C(=O)c2cnccn2)cc(OC)c1OC (stereo not given) | i | i
O=C(CN1CCOCC1)N/N=C/c1ccccc1 | i | i
CC(NC(=O)CSc1nnc(CC(=O)Nc2ccc(Cl)c(Cl)c2)n1C)c1ccccc1 (stereo not given) | i | i
COCCNC(=O)c1ccccc1-c1nc(-c2ccccc2OC)no1 | i | i
CC(C(=O)NCCc1nc2ccccc2[nH]1)n1cc([N+](=O)[O-])cn1 (stereo not given) | i | i

CHT inh: what is marked active above.
| SMILES | CHT inh |
| --- | --- |
| CC(=O)Nc1cccc(C(=O)OC(C)C(=O)Nc2ccc(S(=O)(=O)N3CCCC3)cc2)c1 (stereo not given) | -6.9* |

Remaining list, next part.
SMILES | CHT allo act | CHT inh
CC1(OC(=O)CCc2ccccc2)C(=O)C=C2C=C(C3CC3)OC=C2C1=O (stereo not given) | i | i
COC(=O)CN1C(=O)S/C(=C/c2ccc(N3CCCCC3)o2)C1=O | i | -5.1*
C=CCn1c(C(CC)CC)nc2ccccc21 | i | i
CCCNc1c(NS(=O)(=O)c2ccc(NC(=O)CC)cc2)c(=O)oc2ccccc12 | i | i
CCCNC(=O)CN1C(=O)COc2ccc(S(=O)(=O)N3CCCCCC3)cc21 | i | i
O=c1c2cc(Br)ccc2nc(-c2cccc(C(F)(F)F)c2)n1O | i | -6*
Cc1ccc(N2CCN(S(=O)(=O)N3CCCCC3)CC2)cc1C | i | i
O=C(NCCc1nnc2ccc(NCCCN3CCOCC3)nn12)c1ccccc1 | i | i
CCOc1ccc(NC(=O)CSc2ccc3nnc(-c4ccccn4)n3n2)cc1 | i | i
COc1cc(CNCc2ccccn2)ccc1OCC(=O)NC1CCCCC1 | i | i
O=c1nc(N(c2ccccc2)c2ccccc2)[nH]c(=O)[nH]1 | i | i
CN1/C(=C\C(=O)CSc2nncn2C)C(C)(C)c2ccccc21 | i | i
COc1cccc(/C=C2/SC(=S)N(CCC(=O)N3CCOCC3)C2=O)c1 | i | i
O=C(CNC(=O)c1ccccc1F)NCCN1C(=O)S/C(=C\c2ccccc2Cl)C1=O | i | i
NC(=O)c1ccccc1NC(=O)COc1ccc(Cl)cc1 | i | i
CC(NC(=O)c1cncc(Br)c1)c1ccc(S(N)(=O)=O)cc1 (stereo not given) | i | i
Clc1ccc(-c2cc(CN3CCOCC3)no2)cc1 | i | i
CN(C(=O)COC(=O)c1cc(-c2ccco2)nc2ccccc12)C1CCS(=O)(=O)C1 (stereo not given) | i | i
C/C(=N/NC(=O)c1ccccc1)C(=O)O | i | i
COC(=O)c1cc(NC(=O)c2ccccc2)c(=O)oc1C/C=N\OCc1ccc(Cl)cc1Cl | i | i

SMILES | CHT allo act | CHT inh
O=c1c2ccc(Cl)cc2[nH]c(=S)n1CCC1=CCCCC1 | i | i
CC(C)(C)[C@@H]1C=C(C(=O)NCc2ccccc2)O[C@H](OCc2ccc(CO)cc2)C1 | i | i
Cc1ccc(CN2CCN(C3CCC3)CC2CCO)cc1 (stereo not given) | i | i
CCCCN1C(=O)CCC(C(=O)O)C1c1ccc([N+](=O)[O-])cc1 (stereo not given) | i | i
Cc1[nH]c2ccc(C(=O)NCCN3CCOCC3)cc2c1C | i | i
CCCCOc1ccc(C(O)(CCN2CCOCC2)c2ccccc2)cc1 (stereo not given) | i | i
C/C(=N/NC(=O)c1ccccc1)C1=C(O)CC(C)(C)CC1=O | i | i
CC(C)CN1CCC(CN(C)Cc2nc(-c3cnccn3)no2)CC1 | i | i
O=C(Nc1cccc(C(F)(F)F)c1)c1cccnc1N1CCN(c2ccccc2)CC1 | i | i
COc1ccc(CNC(=O)CCCC(=O)n2nc(C)c3ccccc32)cc1 | i | i
CCOC(=O)C1CCN(c2cc3c(cc2NC(=O)c2ccccc2F)n(C)c(=O)n3C)CC1 | i | i
